M5 ag – CHRM5 agonism in calcium assay; AID 624037; activation, % at 3 µM; actives 0.19% (n = 360,000); CHO-K1 hM5 cells, Fluo-8 calcium fluorescence; 0% DMSO wells, 100% maximal acetylcholine response; P08912;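 active means activation above the run's mean over test compounds plus 3 SD, cut at about 23% in these data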;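 further: signal is peak over basal fluorescence ratio across the kinetic read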
Target sequence (P08912 whole entry, looked up): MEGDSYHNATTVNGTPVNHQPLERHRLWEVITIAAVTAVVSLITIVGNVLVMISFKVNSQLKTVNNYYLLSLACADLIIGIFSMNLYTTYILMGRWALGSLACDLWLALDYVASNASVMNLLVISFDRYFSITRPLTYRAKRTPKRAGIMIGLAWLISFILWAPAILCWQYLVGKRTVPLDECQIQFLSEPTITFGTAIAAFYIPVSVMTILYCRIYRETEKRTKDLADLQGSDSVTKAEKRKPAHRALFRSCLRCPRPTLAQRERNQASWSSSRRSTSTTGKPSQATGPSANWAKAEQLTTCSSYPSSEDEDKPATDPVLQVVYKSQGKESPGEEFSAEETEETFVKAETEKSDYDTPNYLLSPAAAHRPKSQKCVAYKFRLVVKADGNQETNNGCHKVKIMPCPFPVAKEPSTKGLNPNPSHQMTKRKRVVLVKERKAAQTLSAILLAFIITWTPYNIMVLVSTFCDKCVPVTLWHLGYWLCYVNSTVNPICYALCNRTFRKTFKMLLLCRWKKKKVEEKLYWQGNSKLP
M4 PAM – CHRM4 positive allosteric modulation; P08173; CHO-K1 hM4/Gqi5, Fluo-8 calcium fluorescence, ACh EC20; 0% = ACh EC20, 100% = maximal ACh; activation, % at 3 µM; actives 0.4% (n = 360,000); AID 624126;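 active means activation above its plate's cutoff, the mean activation of sample wells plus 3 SD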; further: some results filed as inactive read as strong as hits
M4 ag – CHRM4 agonism in calcium assay; P08173; CHO-K1 hM4/Gqi5, Fluo-8 calcium fluorescence; vehicle 0%, full acetylcholine response 100%; activation, % at 3 µM; actives 0.14% (n = 360,000); AID 624127;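 active means activation above the run mean over all test wells plus 3 SD, cut at about 32% in these data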;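 further: peak over basal fluorescence ratio per well then scaled between controls; 0% = DMSO wells and 100% = acetylcholine at EC100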
CHRM1 PAM – human CHRM1 positive allosteric modulation | P11229 | actives 0.088% (n = 360,000) | AID 588819 | activation, % at 3 µM | CHO-K1 hM1, Fluo-8 calcium fluorescence, ACh EC20; 0% = ACh EC20, 100% = maximal ACh; in the data active means activation above about 19%, passing the limit was not always enough
Target sequence (P11229 whole entry, looked up): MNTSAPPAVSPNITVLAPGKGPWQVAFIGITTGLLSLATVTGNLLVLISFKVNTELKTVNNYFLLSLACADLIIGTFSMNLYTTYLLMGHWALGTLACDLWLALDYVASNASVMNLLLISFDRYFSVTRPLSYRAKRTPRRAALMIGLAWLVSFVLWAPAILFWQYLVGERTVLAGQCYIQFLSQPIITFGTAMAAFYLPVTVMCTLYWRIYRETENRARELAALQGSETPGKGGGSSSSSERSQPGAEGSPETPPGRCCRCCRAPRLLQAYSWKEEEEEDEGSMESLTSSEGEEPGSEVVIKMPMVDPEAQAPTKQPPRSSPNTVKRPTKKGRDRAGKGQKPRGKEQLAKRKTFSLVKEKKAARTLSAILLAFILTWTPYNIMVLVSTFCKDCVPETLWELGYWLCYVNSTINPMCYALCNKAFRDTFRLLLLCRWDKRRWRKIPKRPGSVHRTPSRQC
CRFBP-R2 agonist – agonists of human CRF-binding protein/CRF-R2 receptor complex; AID 588473; actives 0.46% (n = 350,000); activation, % at 13.2 µM; HEK293 CRF-R2/CRF-BP, calcium dye fluorescence (FLIPR); percent of saturating CRF peptide response;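 active means activation of at least 50%, plus an integration ratio under a set limit after plate pattern correction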;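 further: plate controls were neutral control wells without compound for no effect and CRF at EC100 for full effect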
M5 PAM – potentiates acetylcholine response at human M5 receptor; CHO-K1 hM5, Fluo-8 calcium, ACh EC20 PAM; 0% = ACh EC20, 100% = ACh EC100; activation, % at 3 µM; actives 0.3% (n = 360,000);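 active means activation above the run cutoff, the mean activation of all test compounds plus 3 SD, cut at about 18% in these data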
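system = human M5 receptor in CHO-K1 cells | reagent = EC20 acetylcholine as agonist stimulus | compound dosing = single-point, 3 µM nominal | incubation = Fluo-8 loading 80 min at 37 °C plus 30 min room temperature | detection = Fluo-8 calcium dye fluorescence, kinetic read | benchmarks = low control EC20 acetylcholine (0%), high control EC100 acetylcholine (100%)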
CRFR2-BP antag – antagonists of CRF-binding protein/CRF-R2 receptor complex; HEK293 CRF-R2/CRF-BP, CRF-induced calcium fluorescence; inhibition, % at 11.8 µM; actives 0.59% (n = 350,000);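 active means inhibition of the ligand-induced calcium signal above about 50% at the single tested concentration, limit read from the data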
CHRM5 antagonist – antagonists of human muscarinic M5 receptor (CHRM5); P08912; CHO-hM5 cells, Fluo-8 calcium fluorescence, ACh EC80; inhibition, % at 3 µM; actives 0.59% (n = 360,000); AID 624040;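 active means inhibition above a per-plate cutoff, the mean of that plate's test compounds plus 3 SD, cut at about 27% in these data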;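 further: 0% = acetylcholine EC80 with DMSO and 100% = DMSO without agonist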
M4 antag – blocks acetylcholine activation of human M4 receptor. P08173. CHO-hM4 cells, ACh EC80, Fluo-8 calcium fluorescence. inhibition, % at 3 µM. actives 0.73% (n = 360,000). AID 624125;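 active means inhibition above its plate's cutoff, the mean inhibition of sample wells plus 3 SD, cut at about 27% in these data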;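 further: 0% = acetylcholine EC80 with DMSO and 100% = DMSO without agonist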
* = called active by the depositor; / = no result given.

SMILES | M5 ag | M4 PAM | M4 ag | CHRM1 PAM | CRFBP-R2 agonist | M5 PAM | CRFR2-BP antag | CHRM5 antagonist | M4 antag
Cc1cc(Oc2cnn(C(C)(C)C)c(=O)c2Cl)cc(C(C)C)c1 | 0.3 | 1.0 | -1.9 | 4.6 | 2.9 | -3.6 | -72.3 | 2.1 | -2.7
Cc1[nH]n(-c2cccc(Cl)c2)c(=O)c1/C=N/n1c(C)nc2ccccc2c1=O | -0.7 | -0.8 | 1.2 | 6.2 | -0.2 | -2.3 | 25.6 | -1.0 | 2.2
CC(=O)Nc1cccc(OCCCNC(=O)c2ccc(F)cc2)c1 | -0.2 | -8.2 | 0.8 | -2.3 | -2.2 | -7.7 | 13.4 | 13.7 | 18.6
C/C(=N\NC(=O)c1cccc(S(=O)(=O)N2CCCC2)c1)c1ccc(C)cc1 | -3.0 | 5.7 | 2.1 | -0.3 | -1.6 | 5.0 | -1.1 | 3.6 | -9.7
O=C(CNC(=O)c1ccc(F)cc1)c1ccccc1 | -0.8 | -2.0 | 1.2 | 3.6 | -1.1 | -1.2 | 8.9 | 3.7 | -0.1
CCSc1nnc(-c2ccc(S(=O)(=O)N3CCOCC3)cc2)n1C | -3.1 | -2.7 | 1.1 | 15.8 | -0.8 | 1.8 | 19.4 | 3.3 | -11.5
CCCCNc1c(-c2cccc(-c3ccc(OC)cc3)c2)nc2cc(C)ccn12 | -7.2 | -13.1 | 15.2 | -28.9 | 3.2 | -32.4 | -23.6 | 27.8* | 41.5*
Cc1ccc2nc(C3CCCN(C(=S)Nc4ccccc4C)C3)[nH]c2c1 (configuration not stated) | -5.3 | -2.4 | 0.8 | -2.8 | 0.7 | 2.6 | -6.5 | -0.8 | 1.6
Cc1csc(SCc2nc3sc4c(c3c(=O)[nH]2)CCC4)n1 | -6.7 | 7.5 | -0.4 | 6.3 | -0.6 | 3.9 | -75.4 | 4.4 | 2.7
O=C(NNC(=O)c1cc(-c2ccc(Br)cc2)nc2ccccc12)c1csc(N2CCOCC2)n1 | 3.5 | -2.9 | 14.9 | -3.7 | 3.1 | -11.4 | -9.1 | 5.2 | -9.9
NC(=O)c1nsc(C(=O)N(c2ccccc2)C(C(=O)NCc2ccc(F)cc2)c2ccco2)c1N (configuration not stated) | 0.2 | -11.8 | 9.3 | -3.7 | 0.0 | -6.7 | -5.9 | 13.8 | -0.1
COc1cc(/C=C/C(=O)OCC(=O)N2CCCC2)ccc1OCC#N | 2.4 | -0.6 | 1.9 | 6.8 | 1.9 | -1.9 | 13.4 | -3.3 | -3.2
COC(=O)c1ccc(CCc2cc(O)ccc2O)cc1 | 6.2 | -2.3 | 3.7 | -9.8 | -3.5 | 1.4 | 3.6 | 1.4 | -5.2
CC1CCCCC1NC(=O)COC(=O)c1ccc2c(=O)n3c(nc2c1)CCC3 (configuration not stated) | 1.4 | 5.1 | 5.0 | 7.9 | 0.7 | 5.4 | -2.6 | 4.6 | 5.3
O=C(CSc1nnc(CNC(=O)c2ccco2)o1)Nc1ccc(Br)cc1 | -0.3 | 0.1 | 2.5 | 2.0 | -0.4 | -1.5 | 6.5 | -12.6 | 0.7
CC(=O)Nc1ccc(NC(=O)CSc2nnc(-c3cccs3)n2C)cc1 | -2.4 | 5.5 | 1.0 | 14.8 | -0.4 | -5.0 | -20.4 | 14.0 | -8.3
CC1(C(=O)NS(=O)(=O)c2ccccc2Cl)CCN1C(=O)c1ccccc1 (configuration not stated) | 0.5 | -0.1 | 0.6 | 16.6 | / | -5.4 | / | 10.5 | -1.3
CCOC(=O)[C@H]1[C@H]2COc3ccccc3[C@@H]2N2C(=O)c3ccc(Cl)cc3NC(=O)[C@@]12C | -10.4 | 4.5 | 3.9 | 6.8 | -1.2 | -6.2 | -11.1 | -1.8 | -20.0
Cc1csc(NC(=O)CSc2nncs2)n1 | 0.8 | 2.6 | 1.5 | 6.7 | -0.2 | 1.5 | 0.9 | 7.5 | 3.2
COc1ccc(N(CC(=O)N/N=C/c2ccco2)S(=O)(=O)c2ccccc2)cc1Cl | -2.8 | -3.8 | 0.7 | 4.7 | -3.1 | -3.1 | -13.9 | -2.7 | 1.9
CCOC(=O)C1CCN(C(=O)Cc2c(C(=O)O)n(CC)c3ccccc23)CC1 | 8.8 | 7.0 | 4.0 | 5.3 | -0.6 | 3.4 | 2.8 | -1.6 | -1.2
COc1cccc(OC)c1OCCCCCCN1CCN(C)CC1 | -6.4 | 1.9 | 1.2 | 2.4 | 0.5 | 1.3 | -0.3 | 1.6 | -6.8
COc1ccc(OCC(=O)Nc2cccc(NC(=O)COc3ccc(OC)cc3)n2)cc1 | 1.3 | 4.1 | 1.3 | 9.0 | 13.8 | -7.1 | -19.5 | 7.2 | 18.6
CCc1nc2c(OCc3ccccc3C)cccn2c1N(C)C(=O)c1ccco1 | -2.8 | 3.1 | -0.2 | 10.9 | / | 0.5 | / | -0.9 | -2.4
CN(CCc1ccccc1)C(=O)c1cccc(NC(=O)Cc2cccc(NC(=O)C3CCN(C(=O)C4CC4)CC3)c2)c1 | 1.0 | 1.9 | -0.2 | 6.0 | -1.2 | -4.2 | 6.5 | 2.2 | 0.8

Profiles as entered above. Order of screens: M5 ag, M4 PAM, M4 ag, CHRM1 PAM, CRFBP-R2 agonist, M5 PAM, CRFR2-BP antag, CHRM5 antagonist, M4 antag
`CCc1nc2c(OCc3ccccc3C)cccn2c1N(C)C(=O)c1ccco1` is listed with -2.8, 3.1, -0.2, 10.9, /, 0.5, /, -0.9, -2.4
`Cc1csc(NC(=O)CSc2nncs2)n1` is listed with 0.8, 2.6, 1.5, 6.7, -0.2, 1.5, 0.9, 7.5, 3.2

Fetched by compound from the list above, 2 records:
SMILES | M5 ag | M4 PAM | M4 ag | CHRM1 PAM | CRFBP-R2 agonist | M5 PAM | CRFR2-BP antag | CHRM5 antagonist | M4 antag
CCc1nc2c(OCc3ccccc3C)cccn2c1N(C)C(=O)c1ccco1 | -2.8 | 3.1 | -0.2 | 10.9 | / | 0.5 | / | -0.9 | -2.4
CC(=O)Nc1ccc(NC(=O)CSc2nnc(-c3cccs3)n2C)cc1 | -2.4 | 5.5 | 1.0 | 14.8 | -0.4 | -5.0 | -20.4 | 14.0 | -8.3

Other records:
SMILES | M5 ag | M4 PAM | M4 ag | CHRM1 PAM | CRFBP-R2 agonist | M5 PAM | CRFR2-BP antag | CHRM5 antagonist | M4 antag
CC1CCC2(CC1)NC(=O)N(CC(=O)NC(=O)Nc1ccc3c(c1)OCCO3)C2=O (configuration not stated) | -5.8 | 6.5 | 0.2 | 11.7 | -3.5 | -4.0 | -7.9 | 1.4 | -11.2
Nc1ccc(C2(c3ccc(N)cc3)OC(=O)c3ccccc32)cc1 | 0.8 | 4.2 | 0.3 | 16.4 | 1.1 | 16.9 | -4.6 | -10.3 | -4.1
CCc1ccc(NC(=O)COc2coc(CN3CCN(c4ccccc4)CC3)cc2=O)cc1 | 3.9 | 1.2 | 2.3 | 7.4 | -0.5 | 6.6 | -0.9 | -8.1 | 0.2
CCCNC(=O)CCn1cc(-c2ccc(OC)cc2)nc1CCN | -3.8 | 9.5 | 0.6 | 7.7 | -0.1 | -5.5 | -1.6 | 11.8 | 3.9
CCc1ccc(OCC(=O)NNC(=O)c2cc(S(=O)(=O)N(C)C)ccc2N2CCCC2)cc1 | 4.0 | 4.2 | 1.2 | 0.0 | -0.9 | -0.4 | 2.9 | -3.6 | -12.5
COc1cc2c(cc1OC)CN(C(=O)c1ccc(S(=O)(=O)N3CCCC3)cc1)CC2 | -0.1 | -5.7 | 1.6 | 5.9 | -0.5 | 10.3 | -6.8 | -7.0 | -3.1
CC(C)[C@H](NC(=O)c1ccc(F)cc1)C(=O)N(C)Cc1cccs1 | -2.1 | 5.1 | 1.8 | -5.6 | -0.6 | 0.4 | -4.9 | 12.7 | -0.3
CC(OC(=O)CCN=C1NS(=O)(=O)c2ccccc21)C(=O)NCc1ccccc1 (configuration not stated) | -0.8 | 0.9 | 0.2 | 4.2 | -1.2 | 1.8 | 5.5 | 2.3 | -3.3
COc1cccc2c3cccc(OC)c3c3[nH]cnc3c12 | -1.6 | -0.6 | 0.7 | -1.6 | -4.0 | -7.3 | -12.6 | 14.1 | 1.1
CCOc1ccc(OCCOc2cccc(C(F)(F)F)c2)cc1 | 1.3 | -0.4 | 0.5 | -1.0 | 4.0 | 2.4 | -6.7 | -11.0 | -0.9
COc1ccc(-c2ccc(C(=O)NCCN3CCOCC3)c3occc23)c(C)c1 | -1.5 | -6.8 | 3.3 | -4.9 | / | -1.7 | / | 4.2 | 16.9
COc1ccc(CN2CCCCCC2)c(C)c1C | -0.2 | 1.3 | -0.4 | 0.2 | -1.3 | 2.0 | 14.2 | 4.0 | -1.0
COc1ccc(OC)c(NC(=O)CSc2nnc(C)n2Cc2ccccc2)c1 | 3.9 | -1.2 | -0.2 | 14.7 | -1.4 | -2.7 | 11.0 | 4.6 | -3.2
CC(C)NC(=O)NC(=O)COC(=O)c1ccccc1O | 5.9 | -3.8 | 15.6 | 4.2 | -1.8 | -8.8 | -9.7 | 15.5 | -1.6
CCOc1ccc(C(=O)NC(=S)Nc2ccc(NC(=O)c3ccco3)c(C)c2)cc1[N+](=O)[O-] | 0.5 | 1.9 | 1.2 | -3.9 | 6.4 | -1.2 | -29.1 | -8.8 | 16.2
N#Cc1ccccc1S(=O)(=O)N1CCN(Cc2cc3c(cc2Br)OCCO3)CC1 | 0.2 | -1.6 | 5.9 | 4.0 | 3.6 | -2.0 | -8.3 | 2.9 | -4.9
COc1cc(/C=C2\NC(=S)N(C)C2=O)ccc1O | 6.5 | 7.9 | 1.6 | 3.3 | 4.7 | 2.4 | -12.6 | -1.9 | -2.3
O=S1(=O)N[C@@H](Cc2ccccc2)COc2cc(N3CCSCC3)ccc21 | 1.1 | 8.1 | 4.1 | / | / | 0.9 | / | -5.6 | -9.4
Cc1ccc(CNC(=O)C2CCCN(c3cnccn3)C2)cc1 (configuration not stated) | -6.4 | 5.2 | 1.5 | 8.4 | -0.7 | -4.0 | -12.7 | -10.3 | -4.4
Cc1cc(C)n(-c2nc3ccccc3n3cnnc23)n1 | 2.7 | 4.2 | 1.0 | 11.9 | -2.4 | 9.5 | -3.3 | -12.0 | 9.3
CC(=O)/C(=N/Nc1ccccc1)Sc1nnc(CCc2ccccc2)n1-c1ccccc1 | -2.0 | 0.9 | 1.7 | 7.2 | 0.0 | -0.3 | -40.3 | -3.5 | -11.9
COc1ccccc1CNC(=O)COC(=O)c1cccc(S(=O)(=O)N2CCCC2)c1 | -2.8 | 1.8 | 0.9 | 7.5 | 1.8 | 5.8 | -10.7 | -14.9 | 4.1
COc1ccc2c(c1OC)C(=O)N1c3ccccc3SC21 (configuration not stated) | -3.3 | 15.6 | 1.4 | 4.3 | 0.0 | -3.1 | 22.6 | -6.1 | -17.9
COc1cccc(OCC(=O)NNC(=O)c2ccc3ccccc3c2O)c1 | -3.8 | 8.2 | 1.4 | 12.0 | -3.9 | 9.8 | 1.6 | -9.6 | -10.3
COc1ccc(CC(=O)NNC(=S)NC(=O)c2cc(OC)c(OC)c(OC)c2)cc1 | 0.7 | 0.1 | 1.2 | -1.2 | 27.1 | 1.4 | -2.6 | 3.0 | 3.6
CC(=O)Nc1cccc(NC(=O)c2cc(Cl)ccc2Cl)c1 | -2.4 | -4.1 | 1.2 | -0.8 | 1.4 | -7.2 | -15.2 | 0.9 | 0.7
COc1ccc(C(=O)Nn2c(SCC(=O)NC3CCCC3)nc3ccccc3c2=O)cc1 | 0.8 | 1.0 | 2.4 | 7.7 | 1.8 | -2.6 | -17.9 | -3.1 | -4.8

Screening data as filed in PubChem BioAssay.
